Screening data as filed in PubChem.
SV40 large T antigen: SV40 large T antigen inhibitors, biochemical (AID 1903) | SV40 large T antigen ATPase/helicase inhibition assay; higher % means a stronger effect | inhibition, % at 20 µM; hits with a dose series show IC50 in µM | 0.39% of 310,000 active; in the data active = a potency from the dose series; inconclusive = inhibition mostly from about 32% at the one dose, without a potency; inactive = the rest, 99 in 100 with inhibition below about 32%; note: strong numbers were not always called active
NS5 inhibitors: Dengue-2 NS5 methyltransferase inhibitors, primary screen, biochemical, confirmation dose response (AID 588689) | Dengue-2 NS5 methyltransferase capping enzyme assay, biochemical; higher % means a stronger effect | inhibition, % at 25 µM, or IC50 in µM where a hit was titrated | 0.3% of 340,000 active; in the data active = a potency from the dose series; inconclusive = inhibition above about 29% without an active follow-up result
RSV antiviral HEp-2: RSV antiviral activity via CPE protection, HEp-2 cells, primary 10 µM value included (AID 2391) | CPE inhibition, % at 10 µM, or IC50 in µM where a hit was titrated | 0.13% of 310,000 active | HEp-2 cells, RSV-induced CPE inhibition; higher % means a stronger effect; in the data active = a potency from the dose series; inconclusive = CPE inhibition mostly from about 23% at the one dose, without a potency; inactive = the rest, 99 in 100 with CPE inhibition below about 21%; note: strong numbers were not always called active
UTI89 phage lysis: protection from phage-mediated lysis, alamar blue read-out – E. coli UTI89, K1F phage, bacterial capsule biogenesis inhibitors (AID 488966); E. coli UTI89 K1F phage lysis, alamar blue, 2 h; higher % means a stronger effect; inhibition, % at 100 µM; hits with a dose series show IC50 in µM; 0.02% of 340,000 active;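 active = phage lysis inhibition, versus mean bacterial control, above a set limit; inconclusive = no clear call, values can overlap the other calls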;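 note: capsule biogenesis inhibitors block K1F phage lysis so surviving cells raise fluorescence; higher fluorescence means more inhibition of phage lysis; actives were called in the ten point dose series up to 300 µM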
West Nile antiviral: West Nile virus antiviral activity, cell-based, CPE readout (AID 1621); one-dose CPE inhibition, % at 10 µM; IC50 in µM for titrated hits; West Nile virus-infected cells, CPE inhibition; higher % means a stronger effect; 0.02% of 290,000 active; in the data active = a potency from the dose series; inconclusive = CPE inhibition mostly from about 3.7% at the one dose, without a potency; inactive = the rest, 99 in 100 with CPE inhibition below about 2.2%; note: strong numbers were not always called active
Yfh1-off respiration: enhancers of respiration in Yfh1-depleted yeast, dose response, Friedreich's ataxia, plus single-dose screen (AID 1465). S. cerevisiae Yfh1-off respiration, WST-1 reduction, 72 h; higher fold induction means a stronger effect. 0.074% of 220,000 active. fold induction at 50 µM; hits with a dose series show EC50 in µM;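 active = fold induction of absorbance versus untreated yeast above a set limit, then at least 30% activation at any dose in follow-up; inconclusive = repeats straddling the limit, or above it without dose testing; inactive = fold induction below the set limit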;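 note: activators that raise dye reduction in frataxin-depleted yeast; strong numbers were not always called active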
XIAP displacement: small molecules displacing peptide from XIAP – biochemical, IAP family, fluorescence polarization (AID 1018) | XIAP BIR domain, fluorescence polarization peptide displacement; higher % means a stronger effect | 0.007% of 200,000 active | displacement, % at 20 µM; hits with a dose series show IC50 in µM; in the data active = displacement above about 50%; note: a part of the inactive calls stands beside numbers as strong as those of hits
WT yeast gro inh: growth inhibition of WT yeast, mitochondrial fusion screen; mitochondrial fusion phenotypic screen, WT strain; inhibition, % at 10 µM; 2.1% of 190,000 active; AID 1362; in the data active = inhibition above about 58%; tested in S. cerevisiae
CSM14.1 death rescue: protection against thapsigargin-triggered cell killing – 384-well, CSM14.1, ATP luminescence, primary screen (AID 1222); cellular ATP content (survival), % at 20 µM; hits with a dose series show EC50 in µM; CSM14.1 thapsigargin-induced death rescue, ATP luminescence; higher % means a stronger effect; 190,000 tested, under 10 active;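 active = EC50 below 50 µM in the dose-response confirmation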;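 note: death triggered by thapsigargin at about 15 µM added after 2 h compound pretreatment; cell ATP read after overnight thapsigargin exposure of roughly 18 to 22 hours; normalized against plate controls of thapsigargin alone and 5% DMSO vehicle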
WT yeast gro inh mutant strain: recorded beside WT yeast gro inh, whose call it bears; inhibition, %; mitochondrial fusion phenotypic screen, mutant strain inhibition
NS5 inhibitors pilot replicate: recorded beside NS5 inhibitors, whose call it bears; inhibition, %; measured here: pilot screen replicate inhibition
* hit, by the source's call; [ ] = another dose, or the depositor's remark.

`O=S(=O)(c1ccccc1C(F)(F)F)N1CCN(CC(O)COc2ccccc2F)CC1` (stereo not drawn) gave SV40 large T antigen 3.8%, NS5 inhibitors 1.9%, RSV antiviral HEp-2 13.4%, UTI89 phage lysis -1.0%[50 µM] and West Nile antiviral -0.3%.
For Cc1cnccc1CN(C)Cc1cn(C)nc1-c1cccc(Cl)c1 the results were SV40 large T antigen -2.2%, NS5 inhibitors -9.4%, RSV antiviral HEp-2 -0.6%, UTI89 phage lysis -0.3%, West Nile antiviral -0.5%, Yfh1-off respiration inactive, XIAP displacement -7.4%, WT yeast gro inh 16.2, CSM14.1 death rescue 3.5% and WT yeast gro inh mutant strain 6.4.
Screening CC(=O)C(C(C)=O)C1(O)C(=O)c2ccccc2C1=O returned SV40 large T antigen -18.4%, NS5 inhibitors 9.1%, RSV antiviral HEp-2 1.2%, UTI89 phage lysis -0.3%, West Nile antiviral -0.1%, Yfh1-off respiration inactive, XIAP displacement -3.4%, WT yeast gro inh -4.8, CSM14.1 death rescue 0.1% and WT yeast gro inh mutant strain -18.9.
Screening CCOC(=O)C(NC(C)=O)C(=O)O (stereo not drawn) returned SV40 large T antigen 4.8%, NS5 inhibitors 2.7%, RSV antiviral HEp-2 -2.0%, UTI89 phage lysis 1.8%, West Nile antiviral 0.2%, Yfh1-off respiration inactive, XIAP displacement -4.1%, WT yeast gro inh 3.2, CSM14.1 death rescue 2.2% and WT yeast gro inh mutant strain -15.3.
Screening COc1ccc(/C=N/N2CCN(c3ccccc3OC)CC2)cc1OC returned SV40 large T antigen 6.9%, NS5 inhibitors -7.0%, RSV antiviral HEp-2 -0.2%, UTI89 phage lysis 4.2%, West Nile antiviral 0.5%, Yfh1-off respiration inactive, XIAP displacement -0.2%, WT yeast gro inh -5.3, CSM14.1 death rescue -3.5% and WT yeast gro inh mutant strain 3.2.
Screening Cc1nc(-c2ccc3c(c2)OCCCO3)cs1 returned SV40 large T antigen -0.3%, NS5 inhibitors 0.0%, RSV antiviral HEp-2 2.2%, UTI89 phage lysis 0.7%, West Nile antiviral 0.6% and Yfh1-off respiration inactive.
`COc1ccc(Nc2nc(Cl)nc(NCCO)n2)cc1` gave SV40 large T antigen 2.9%, NS5 inhibitors -0.7%, RSV antiviral HEp-2 1.3%, UTI89 phage lysis 9.6%, West Nile antiviral -0.7%, Yfh1-off respiration inactive, XIAP displacement -0.3%, WT yeast gro inh -0.1, CSM14.1 death rescue -1.8% and WT yeast gro inh mutant strain 10.0.
`Cc1cc(=S)[nH]c2ccccc12` gave SV40 large T antigen 10.5%, NS5 inhibitors -22.5%, RSV antiviral HEp-2 inconclusive, UTI89 phage lysis 2.5%[50 µM], XIAP displacement -5.1%, WT yeast gro inh -10.5, CSM14.1 death rescue -1.6% and WT yeast gro inh mutant strain -15.0.
For O/N=C1\CC(O)Cc2nonc21 (stereo not drawn) the results were SV40 large T antigen 5.9%, NS5 inhibitors -2.5%, RSV antiviral HEp-2 2.4%, UTI89 phage lysis 0.2%, West Nile antiviral 0.2%, Yfh1-off respiration inactive, XIAP displacement -6.6%, WT yeast gro inh 12.0, CSM14.1 death rescue -1.4% and WT yeast gro inh mutant strain -1.5.
`CCC(C)NC(=O)C1(C)CCC(=O)N1CCc1ccc(OC)c(OC)c1` (stereo not drawn) gave SV40 large T antigen 1.6%, NS5 inhibitors 4.8%, RSV antiviral HEp-2 1.4%, UTI89 phage lysis 0.7%, West Nile antiviral -0.7%, Yfh1-off respiration inactive, XIAP displacement -3.4%, WT yeast gro inh -3.8, CSM14.1 death rescue -0.1% and WT yeast gro inh mutant strain 9.3.
`Cc1ccc2cc(C#N)c(N3CCCN(S(=O)(=O)c4ccc(F)cc4)CC3)nc2c1` gave SV40 large T antigen -1.7%, NS5 inhibitors -0.7%, RSV antiviral HEp-2 3.3%, UTI89 phage lysis 1.2%, West Nile antiviral 0.9%, Yfh1-off respiration inactive, XIAP displacement -1.6%, WT yeast gro inh 20.2, CSM14.1 death rescue -4.1% and WT yeast gro inh mutant strain -12.3.
For COc1ccc(NC(=O)C(=O)NNC(=O)c2cccs2)c(OC)c1 the results were SV40 large T antigen -3.4%, NS5 inhibitors -0.8%, RSV antiviral HEp-2 4.3%, UTI89 phage lysis -0.1%, West Nile antiviral 0.5%, Yfh1-off respiration inactive, XIAP displacement -2.9%, WT yeast gro inh -7.3, CSM14.1 death rescue -1.6% and WT yeast gro inh mutant strain -4.1.
`CCN(CC)c1ccc(NC(=S)Nc2ccc(F)cc2)cc1` gave SV40 large T antigen 18.6%, NS5 inhibitors 9.6%, UTI89 phage lysis 1.5%, West Nile antiviral -1.3%, Yfh1-off respiration inactive, XIAP displacement -1.9%, WT yeast gro inh -14.1, CSM14.1 death rescue -2.0% and WT yeast gro inh mutant strain -17.3.
`Cc1cc(=O)oc2cc(OCC(=O)NCCc3c[nH]c4ccc(F)cc34)ccc12` gave SV40 large T antigen 10.3%, NS5 inhibitors 5.2%, RSV antiviral HEp-2 2.6%, UTI89 phage lysis 0.4% and West Nile antiviral -0.7%.
`O=C(O)c1cccc(NC(=O)c2ccc3c(c2)C(=O)N(CC2CCCO2)C3=O)c1` (stereo not drawn) gave SV40 large T antigen -0.2%, NS5 inhibitors -6.9%, RSV antiviral HEp-2 1.3%, UTI89 phage lysis 0.4%, West Nile antiviral 1.2%, Yfh1-off respiration inactive, XIAP displacement -0.9%, WT yeast gro inh 12.2, CSM14.1 death rescue -1.1% and WT yeast gro inh mutant strain 13.6.
Screening CC(C)(C)c1nc(NCC2CCCO2)c2nnn(Cc3ccccc3)c2n1 (stereo not drawn) returned SV40 large T antigen -4.9%, NS5 inhibitors -2.4%, RSV antiviral HEp-2 3.0%, UTI89 phage lysis 0.0%, West Nile antiviral -1.1%, Yfh1-off respiration inactive, XIAP displacement -6.3%, WT yeast gro inh -0.7, CSM14.1 death rescue -0.4% and WT yeast gro inh mutant strain 4.1.
`O=C1CCCN2N=C(SCC(=O)Nc3nccs3)SC2=N1` gave SV40 large T antigen 4.8%, NS5 inhibitors 3.9%, RSV antiviral HEp-2 2.0%, UTI89 phage lysis 0.0%, West Nile antiviral 0.1%, Yfh1-off respiration inactive, XIAP displacement -5.4%, WT yeast gro inh -5.0, CSM14.1 death rescue 0.2% and WT yeast gro inh mutant strain 4.0.
For CC1(C)CC(=O)C2=C(C1)N(CC1CCCO1)C(=O)C2(NC(=O)c1cccnc1)C(F)(F)F (stereo not drawn) the results were NS5 inhibitors 3.4%, RSV antiviral HEp-2 0.7%, UTI89 phage lysis 1.0%, West Nile antiviral -0.3%, Yfh1-off respiration inactive, XIAP displacement -9.8%, WT yeast gro inh -7.7, CSM14.1 death rescue 0.1% and WT yeast gro inh mutant strain 8.6.
`CC(=O)NC(Cc1c[nH]c2ccccc12)C(=O)O` (stereo not drawn) gave SV40 large T antigen 5.0%, NS5 inhibitors 6.5%, RSV antiviral HEp-2 3.9%, UTI89 phage lysis 2.4%, West Nile antiviral -0.2%, Yfh1-off respiration inactive, XIAP displacement -3.6%, WT yeast gro inh 3.6, CSM14.1 death rescue -2.2% and WT yeast gro inh mutant strain 6.4.
`NNC(=O)CN1C(c2cccc(Cl)c2)=Nc2ccc(Br)cc2C1c1ccccc1` (stereo not drawn) gave SV40 large T antigen 18.2%, NS5 inhibitors -1.6%, RSV antiviral HEp-2 1.6%, UTI89 phage lysis 0.3%, West Nile antiviral -1.2%, Yfh1-off respiration inactive, XIAP displacement 1.7%, WT yeast gro inh 21.2, CSM14.1 death rescue -2.3% and WT yeast gro inh mutant strain 10.0.
Cc1ccc(CNC(=O)[C@@H]2CCC(=O)N2Cc2ccco2)cc1 was read as SV40 large T antigen 20.8%, NS5 inhibitors 3.2%, RSV antiviral HEp-2 1.2%, UTI89 phage lysis 1.3%, West Nile antiviral 0.1%, Yfh1-off respiration inactive, XIAP displacement -4.9%, WT yeast gro inh 4.6, CSM14.1 death rescue -1.1% and WT yeast gro inh mutant strain 9.3.
COc1ccccc1C(=O)NC(=O)COC(=O)C1CC1 was read as SV40 large T antigen 17.1%, NS5 inhibitors 1.5%, RSV antiviral HEp-2 -1.1% and UTI89 phage lysis 0.6%[50 µM].
Screening O=C(NC1=NCCS1)c1cc2ccccc2o1 returned SV40 large T antigen 4.2%, NS5 inhibitors -2.1%, RSV antiviral HEp-2 6.4%, UTI89 phage lysis 1.7%, West Nile antiviral 0.0%, Yfh1-off respiration inactive, XIAP displacement -2.7%, WT yeast gro inh 2.9, CSM14.1 death rescue -5.2%, WT yeast gro inh mutant strain 2.7 and NS5 inhibitors pilot replicate 0.6.
CC1CC(=O)NN1C(=O)c1ccccc1 (stereo not drawn) was read as SV40 large T antigen 10.7%, NS5 inhibitors -7.0%, RSV antiviral HEp-2 0.7%, UTI89 phage lysis -0.2%, West Nile antiviral 0.2% and Yfh1-off respiration inactive.

Four successive records already listed, for reference:
Cc1ccc(CNC(=O)[C@@H]2CCC(=O)N2Cc2ccco2)cc1 was read as SV40 large T antigen 20.8%, NS5 inhibitors 3.2%, RSV antiviral HEp-2 1.2%, UTI89 phage lysis 1.3%, West Nile antiviral 0.1%, Yfh1-off respiration inactive, XIAP displacement -4.9%, WT yeast gro inh 4.6, CSM14.1 death rescue -1.1% and WT yeast gro inh mutant strain 9.3.
COc1ccccc1C(=O)NC(=O)COC(=O)C1CC1 was read as SV40 large T antigen 17.1%, NS5 inhibitors 1.5%, RSV antiviral HEp-2 -1.1% and UTI89 phage lysis 0.6%[50 µM].
Screening O=C(NC1=NCCS1)c1cc2ccccc2o1 returned SV40 large T antigen 4.2%, NS5 inhibitors -2.1%, RSV antiviral HEp-2 6.4%, UTI89 phage lysis 1.7%, West Nile antiviral 0.0%, Yfh1-off respiration inactive, XIAP displacement -2.7%, WT yeast gro inh 2.9, CSM14.1 death rescue -5.2%, WT yeast gro inh mutant strain 2.7 and NS5 inhibitors pilot replicate 0.6.
CC1CC(=O)NN1C(=O)c1ccccc1 (stereo not drawn) was read as SV40 large T antigen 10.7%, NS5 inhibitors -7.0%, RSV antiviral HEp-2 0.7%, UTI89 phage lysis -0.2%, West Nile antiviral 0.2% and Yfh1-off respiration inactive.
